Anthrax LF inh2: anthrax lethal factor protease inhibition; P15917; multiplex microsphere protease cleavage assay, LF; inhibition, % at 10 µM; 360,000 compounds, 0.12% hits; note: plate controls were buffer without enzyme for full effect and enzyme alone for no effect
TcdB GH inh: TcdB glycohydrolase inhibition | P18177 | TcdB glycohydrolase enzymatic assay, plate reader | inhibition, % at 9.99 µM | 350,000 compounds, 0.24% hits | AID 652162; in the data active = inhibition above about 10%
Target sequence (P18177 whole entry, looked up): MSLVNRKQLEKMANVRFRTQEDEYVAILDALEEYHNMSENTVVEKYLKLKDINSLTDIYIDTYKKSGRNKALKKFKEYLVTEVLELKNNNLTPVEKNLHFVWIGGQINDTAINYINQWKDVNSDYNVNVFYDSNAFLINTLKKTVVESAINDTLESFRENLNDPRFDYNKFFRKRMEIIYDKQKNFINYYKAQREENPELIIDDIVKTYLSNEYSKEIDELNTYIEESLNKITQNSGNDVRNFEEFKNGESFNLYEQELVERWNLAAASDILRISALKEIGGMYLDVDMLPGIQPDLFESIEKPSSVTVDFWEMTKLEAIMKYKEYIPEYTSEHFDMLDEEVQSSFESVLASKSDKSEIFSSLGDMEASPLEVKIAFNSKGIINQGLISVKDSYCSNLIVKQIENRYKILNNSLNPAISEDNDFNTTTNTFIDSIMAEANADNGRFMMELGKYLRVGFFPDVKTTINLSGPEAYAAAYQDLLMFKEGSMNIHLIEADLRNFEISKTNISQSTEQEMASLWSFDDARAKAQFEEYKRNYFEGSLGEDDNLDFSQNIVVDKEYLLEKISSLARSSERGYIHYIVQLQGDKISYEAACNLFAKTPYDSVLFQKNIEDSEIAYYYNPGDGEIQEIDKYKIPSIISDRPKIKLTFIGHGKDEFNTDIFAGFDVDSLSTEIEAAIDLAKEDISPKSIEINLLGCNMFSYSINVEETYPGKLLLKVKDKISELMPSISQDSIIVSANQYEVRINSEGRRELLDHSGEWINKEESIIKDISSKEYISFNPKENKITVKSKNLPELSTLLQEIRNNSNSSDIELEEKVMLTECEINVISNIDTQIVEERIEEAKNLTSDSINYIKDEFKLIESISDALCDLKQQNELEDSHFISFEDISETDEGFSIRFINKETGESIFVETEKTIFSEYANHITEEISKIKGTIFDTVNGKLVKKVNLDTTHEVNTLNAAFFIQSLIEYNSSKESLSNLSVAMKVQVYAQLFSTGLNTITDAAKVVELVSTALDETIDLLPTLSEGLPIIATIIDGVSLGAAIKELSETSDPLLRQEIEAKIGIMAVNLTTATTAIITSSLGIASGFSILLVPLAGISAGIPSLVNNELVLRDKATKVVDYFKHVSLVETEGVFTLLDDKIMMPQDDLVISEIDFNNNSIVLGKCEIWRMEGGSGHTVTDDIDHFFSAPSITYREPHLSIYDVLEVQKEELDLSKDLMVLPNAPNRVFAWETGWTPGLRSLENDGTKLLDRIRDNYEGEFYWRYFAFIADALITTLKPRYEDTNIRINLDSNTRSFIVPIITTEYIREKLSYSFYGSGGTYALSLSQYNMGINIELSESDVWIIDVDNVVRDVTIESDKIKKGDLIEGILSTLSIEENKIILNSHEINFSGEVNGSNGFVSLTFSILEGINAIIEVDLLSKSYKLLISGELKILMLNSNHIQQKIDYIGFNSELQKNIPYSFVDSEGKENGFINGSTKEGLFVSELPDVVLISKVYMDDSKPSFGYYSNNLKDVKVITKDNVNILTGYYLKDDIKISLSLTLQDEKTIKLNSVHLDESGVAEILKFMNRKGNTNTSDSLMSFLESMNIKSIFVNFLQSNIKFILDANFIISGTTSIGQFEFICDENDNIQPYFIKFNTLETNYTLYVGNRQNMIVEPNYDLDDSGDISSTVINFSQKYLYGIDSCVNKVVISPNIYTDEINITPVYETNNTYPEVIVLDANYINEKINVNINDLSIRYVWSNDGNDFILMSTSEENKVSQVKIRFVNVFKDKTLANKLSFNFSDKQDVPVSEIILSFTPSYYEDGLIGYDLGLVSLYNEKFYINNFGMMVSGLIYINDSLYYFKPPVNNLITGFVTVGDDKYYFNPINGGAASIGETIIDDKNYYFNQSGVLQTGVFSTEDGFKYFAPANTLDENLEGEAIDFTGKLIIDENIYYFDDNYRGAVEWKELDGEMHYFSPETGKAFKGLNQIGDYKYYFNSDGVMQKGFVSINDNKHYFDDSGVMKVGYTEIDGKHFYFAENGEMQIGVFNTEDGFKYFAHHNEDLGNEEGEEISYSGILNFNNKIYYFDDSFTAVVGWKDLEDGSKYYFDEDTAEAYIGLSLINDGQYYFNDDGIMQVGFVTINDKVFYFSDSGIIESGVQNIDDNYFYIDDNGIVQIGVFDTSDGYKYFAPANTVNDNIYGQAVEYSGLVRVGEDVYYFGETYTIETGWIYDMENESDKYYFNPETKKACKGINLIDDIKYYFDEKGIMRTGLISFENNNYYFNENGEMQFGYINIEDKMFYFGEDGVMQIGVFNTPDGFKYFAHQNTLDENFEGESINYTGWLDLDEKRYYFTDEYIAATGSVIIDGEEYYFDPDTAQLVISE
PfHsp40 rescue: restores yeast growth despite PfHsp40 toxicity; 340,000 compounds, 0.68% hits; AID 504582; growth rescue, % at 12.5 µM; S. cerevisiae expressing PfHsp40, growth rescue, ATP luminescence; in the data active = growth rescue above about 28%, passing the limit was not always enough; inconclusive = no clear call, values can overlap the other calls;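 note: yeast W303a lacking pdr1 and pdr3 grown in galactose medium; growth measured after three days at 30 °C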
CCHF vOTU inh: blocks the CCHF virus ovarian tumor domain protease; 370,000 compounds, 0.55% hits; inhibition, % at 11.5 µM; CCHFV vOTU protease, Pep-AMC fluorescence; in the data active = inhibition above about 30%; note: 0% = vehicle wells with enzyme and 100% = no enzyme wells
Yp Topo-I inh: Y. pestis Topo-I inhibition via cleavage products; activity, % at 10 µM; Y. pestis Topo-I cleavage product accumulation, plate reader; AID 504884; 360,000 compounds, 0.064% hits; in the data active = activity above about 50%, passing the limit was not always enough; inconclusive = no clear call, values can overlap the other calls; note: inactives centre near 2
PrPC surface inh: inhibitors of human cell surface prion protein PrPC; P04156; AID 720596; 370,000 compounds, 0.43% hits; inhibition, % at 13.8 µM; TR-FRET read-out; in the data active = inhibition above about 24%; note: 0% = median of the test wells and 100% = reference compound wells
BoNT-A LC inh2: BoNT A light chain protease inhibition. multiplex microsphere protease substrate cleavage, flow cytometry. inhibition, % at 10 µM. 360,000 compounds, 0.17% hits. AID 588499; note: plate controls were buffer without enzyme for full effect and enzyme alone for no effect
BoNT F protease: inhibitors of Botulinum neurotoxin F light chain protease; Multiplex microsphere protease cleavage assay, flow cytometry; inhibition, % at 10 µM; 360,000 compounds, 0.22% hits; AID 588497; in the data active = inhibition above about 35%, passing the limit was not always enough; inconclusive = no clear call, values can overlap the other calls; note: plate controls were buffer without enzyme for full effect and enzyme alone for no effect
FadD28 FP inh: blocks FadD28 binding to the bisubstrate probe; fluorescence polarization; inhibition, % at 12.5 µM; 360,000 compounds, 0.22% hits; in the data active = inhibition above about 8.5%, passing the limit was not always enough; inconclusive = no clear call, values can overlap the other calls
An asterisk follows results filed as active; ? = inconclusive; · = not tested or not shown. Cut-off read from the data, not from the text of the source, unless noted: active = inhibition above about 30%; inconclusive = no clear call, values can overlap the other calls; inactive = below that.

1) CCCN(CCC)CCCNC(=O)c1ccc(CS(=O)(=O)c2c(Cl)cccc2Cl)o1
2) CN(Cc1ccccc1)/C(=N/O)c1cccc(Cl)c1
3) NC(=O)C1CCN(c2ncc(C(F)(F)F)cc2Cl)CC1
4) O=C(Nc1ccccc1)Nc1ccncc1
5) CC(=O)c1cccc(NC(=O)/C=C/c2ccc(S(=O)(=O)N3CCOCC3)cc2)c1
6) CCCN1C2=NCCN2c2cc(C)c(C)cc21
compound no.,1,2,3,4,5,6
Anthrax LF inh2,8,-3,1,-9,1,-2
TcdB GH inh,0.7,-11,0.0,0.8,-0.1,·
PfHsp40 rescue,-0.4,0.6,0.5,-1.0,-0.2,-1.1
CCHF vOTU inh,-8,-7,-5,-12,5,20
Yp Topo-I inh,-4,7,-8,-4,9,1
PrPC surface inh,-5,-1,5,-5,-16,-6
BoNT-A LC inh2,-1.2,-0.6,-0.3,-0.4,-0.3,-0.3
BoNT F protease,-6,1,-5,-3,-2,-17
FadD28 FP inh,-0.1,-4.8,-0.5,2.8,-4.0,-0.9

7) COc1cccc2cc(C(=O)N(C)C3CCN(C)CC3)c(=O)oc12
8) CCOc1ccc(OCCC(=O)OCC(=O)Nc2cccc(S(=O)(=O)N3CCCCC3)c2)cc1
9) C=CCN(C(=O)c1csnn1)C(C(=O)NC1CCCC1)c1ccccc1F (configuration not stated)
10) CN(Cc1nc(-c2cnccn2)no1)Cc1n[nH]c2c1CCCC2
11) COc1ccc(CN(CCC(c2ccccc2)c2ccc(OC(C)C)cc2)C(=O)CCl)cc1OC (configuration not stated)
12) COc1ccc(N2CCN(C(=O)CCc3nnc4ccc(N5CCOCC5)nn34)CC2)cc1
compound no.,7,8,9,10,11,12
Anthrax LF inh2,3,-9,-11,2,-1,-3
TcdB GH inh,·,2.3,-1.9,0.1,·,2.6
PfHsp40 rescue,?,1.1,1.9,-0.6,4.6,0.9
CCHF vOTU inh,0,11,-3,-2,5,2
Yp Topo-I inh,2,7,1,2,28,-6
PrPC surface inh,-5,-2,2,-4,1,5
BoNT-A LC inh2,-0.1,-1.0,-0.9,-1.8,0.0,-0.2
BoNT F protease,1,0,-26,-7,-5,1
FadD28 FP inh,0.1,-1.3,-0.7,-1.9,-3.6,-1.0

13) Cc1cc(Br)c(OCc2ccc(C(=O)N/N=C3\CC(=O)CC(C)(C)C3)cc2)c(Br)c1
14) Cc1ccc(C)c(N(C(=O)c2csnn2)C(C(=O)NC2CCCCC2)c2ccccn2)c1 (configuration not stated)
15) COc1ccccc1C(CNC(=O)CNC(=O)c1ccc(Cl)c(Cl)c1)N1CCCC1 (configuration not stated)
16) CC(C)(C)c1ccc(NC(=O)COC(=O)c2ccc3ncsc3c2)cc1
17) CCN1CCN(c2nn3c(=O)c4ccccc4nc3c3ccccc23)CC1
18) COc1ccc(N=Nc2ccc(CO)cc2)cc1
compound no.,13,14,15,16,17,18
Anthrax LF inh2,2,-1,-7,-13,0,-10
TcdB GH inh,1.2,1.0,1.1,-0.1,·,-2.0
PfHsp40 rescue,-0.5,0.4,1.6,2.6,0.0,2.3
CCHF vOTU inh,9,0,-1,5,1,-1
Yp Topo-I inh,-6,4,-4,16,0,-12
PrPC surface inh,-2,3,-4,-2,-7,-8
BoNT-A LC inh2,-0.3,-0.7,-1.7,-0.4,1.1,-3.5
BoNT F protease,-4,10,-37,-10,7,1
FadD28 FP inh,-2.4,-4.4,-0.7,-0.9,0.5,0.6

19) CCCN(CC(=O)Nc1ccccc1OC)C(=O)c1ccc(COc2ccccc2)o1
20) Brc1ccc(/C=N/Nc2nc3ccccc3o2)cc1
21) COc1ccc(NC(=O)N2CCCC(CNS(=O)(=O)c3cccs3)C2)c(C)c1 (configuration not stated)
22) CCOc1ccc(-c2nnc(-c3cccs3)o2)cc1
23) COCCSc1ccccc1C(=O)Nc1cc(C)ccn1
24) Cc1cc(NC(=O)CCC(=O)N(CC(=O)NC2CCCC2)c2cccc(C)c2C)no1
compound no.,19,20,21,22,23,24
Anthrax LF inh2,-2,2,-6,-3,-3,-2
TcdB GH inh,1.6,1.0,-0.4,·,1.9,·
PfHsp40 rescue,0.7,6.3,-0.2,0.3,-0.2,1.1
CCHF vOTU inh,11,2,-2,-29,-17,12
Yp Topo-I inh,42,-5,-14,-2,-5,16
PrPC surface inh,1,11,0,-3,-2,-1
BoNT-A LC inh2,-0.2,-1.9,-0.2,-0.8,-0.6,-0.9
BoNT F protease,0,-18,-3,-15,1,-16
FadD28 FP inh,-1.8,-1.2,-1.4,-0.1,-3.3,0.6

25) CN(Cc1ccccc1F)C(=O)CN1c2cccc3cccc(c23)S1(=O)=O
26) CCOC(=O)C1=C(Cn2cnc3ccccc32)NC(=O)NC1c1cc(C)ccc1C (configuration not stated)
27) Cc1cccc(CSc2nc3c(c(-c4cccs4)c2C#N)CN(C)CC3)c1
28) O=C(CNS(=O)(=O)c1ccccc1)N/N=C\c1ccc(Cl)cc1
29) CCCCN1C(=O)C(=O)NC[C@@H]1CC1CCCCC1
30) O=C(NCc1cccnc1)C1Cc2c(-c3ccc(Cl)cc3)ccnc2O1 (configuration not stated)
compound no.,25,26,27,28,29,30
Anthrax LF inh2,-1,-2,4,0,5,-6
TcdB GH inh,0.7,·,0.0,·,2.0,0.1
PfHsp40 rescue,0.6,0.0,-0.3,0.7,·,·
CCHF vOTU inh,-23,13,1,10,18,-11
Yp Topo-I inh,10,11,-18,12,·,16
PrPC surface inh,-10,9,0,-5,-4,10
BoNT-A LC inh2,-1.2,-1.0,8.9,-0.2,0.5,-0.5
BoNT F protease,0,-6,-8,-1,4,-4
FadD28 FP inh,-0.9,-0.3,-0.4,-2.4,·,0.2

31) CCC1Sc2ccccc2N(CC(=O)NCCC(C)C)C1=O (configuration not stated)
32) OCCCNCc1cccc2ccccc12
33) CC(=O)N1N=C(c2cccs2)CC1c1ccco1 (configuration not stated)
34) CCOC(=O)c1c(NC(=O)CC2Nc3ccccc3NC2=O)sc(C)c1C (configuration not stated)
35) Cn1c(SCC(=O)c2ccc3c(c2)OCO3)nnc1C1COc2ccccc2O1 (configuration not stated)
36) COc1ccc(NC(=O)C2Cc3c(-c4ccc(NC(C)=O)cc4)ccnc3O2)cn1 (configuration not stated)
compound no.,31,32,33,34,35,36
Anthrax LF inh2,-3,2,2,2,11,0
TcdB GH inh,2.0,·,0.7,·,·,1.9
PfHsp40 rescue,-0.3,-1.8,2.9,0.0,-0.1,·
CCHF vOTU inh,1,6,5,-2,2,-6
Yp Topo-I inh,1,-3,4,-4,1,-4
PrPC surface inh,5,-2,-6,8,5,6
BoNT-A LC inh2,-1.1,-0.1,0.5,0.7,-2.6,-0.6
BoNT F protease,-6,-14,0,-2,-15,2
FadD28 FP inh,-0.8,0.1,-2.3,-4.3,0.1,-3.0

37) c1ccc(N2CCN(c3ccccc3)C2c2cccnc2)cc1
38) CCOc1cc(/C=N/NC(=O)c2cccs2)ccc1OC(=O)N1CCOCC1
39) CCn1c2c(c3cc(OCC(C)C)ccc31)CCCC2=O
40) COc1ccc(S(=O)(=O)NC(C)C(=O)NCc2ccco2)cc1OC (configuration not stated)
41) O=C1CCN(Cc2ccccc2)C(=O)N1
42) COc1ccc(CCNC(=O)CN2c3cccc4cccc(c34)S2(=O)=O)cc1OC
compound no.,37,38,39,40,41,42
Anthrax LF inh2,0,0,-1,-3,-4,-1
TcdB GH inh,·,·,1.8,0.7,1.4,-7.6
PfHsp40 rescue,-0.4,-1.1,1.0,0.6,0.3,0.1
CCHF vOTU inh,10,11,-16,0,-3,13
Yp Topo-I inh,-5,-3,29,5,5,9
PrPC surface inh,10,-3,-5,-1,-2,4
BoNT-A LC inh2,0.3,-0.6,6.5,-3.4,0.1,-1.3
BoNT F protease,-14,-2,-11,-11,2,-7
FadD28 FP inh,-1.8,-2.7,-4.2,-0.2,-1.3,1.7

Profiles as entered above. Order of values: Anthrax LF inh2, TcdB GH inh, PfHsp40 rescue, CCHF vOTU inh, Yp Topo-I inh, PrPC surface inh, BoNT-A LC inh2, BoNT F protease, FadD28 FP inh
O=C1CCN(Cc2ccccc2)C(=O)N1 is listed as -4, 1.4, 0.3, -3, 5, -2, 0.1, 2, -1.3
COc1ccc(CCNC(=O)CN2c3cccc4cccc(c34)S2(=O)=O)cc1OC is listed as -1, -7.6, 0.1, 13, 9, 4, -1.3, -7, 1.7
c1ccc(N2CCN(c3ccccc3)C2c2cccnc2)cc1 is listed as 0, ·, -0.4, 10, -5, 10, 0.3, -14, -1.8
CCOc1cc(/C=N/NC(=O)c2cccs2)ccc1OC(=O)N1CCOCC1 is listed as 0, ·, -1.1, 11, -3, -3, -0.6, -2, -2.7
CCn1c2c(c3cc(OCC(C)C)ccc31)CCCC2=O is listed as -1, 1.8, 1.0, -16, 29, -5, 6.5, -11, -4.2

(listing goes on)
43) COc1cccc(CNC(=O)C2CCCN(c3ncnc4c3nc3n4CCCCC3)C2)c1 (configuration not stated)
44) Cn1c(=O)oc2cc(S(=O)(=O)NCCC(=O)N3CCc4ccccc43)ccc21
45) CCOc1ccc(N2C(=O)CC(NNc3nc4ccccc4s3)C2=O)cc1 (configuration not stated)
46) CC(C)c1ccc(OCC(=O)Nc2ccccc2C(=O)N2CCOCC2)cc1
47) Cc1cc(CNC[C@H]2O[C@@H](n3cnc4c(N)ncnc43)[C@H](O)[C@@H]2O)no1
48) CCOC(=O)C(C)n1cnc2c(nnn2-c2ccc(F)cc2)c1=O (configuration not stated)
compound no.,43,44,45,46,47,48
Anthrax LF inh2,-3,-2,16,0,-2,-3
TcdB GH inh,-0.8,·,1.3,0.7,0.1,-1.1
PfHsp40 rescue,1.0,-1.8,-1.3,-0.1,·,0.6
CCHF vOTU inh,6,-11,-10,5,-5,22
Yp Topo-I inh,13,5,-3,6,3,1
PrPC surface inh,-7,-5,-6,2,0,7
BoNT-A LC inh2,1.1,?,3.4,1.2,-0.1,-0.2
BoNT F protease,7,6,?,4,0,-6
FadD28 FP inh,-0.2,-1.9,-0.3,-0.2,-3.3,-3.1

49) COc1ccc(S(=O)(=O)N2CCC(C(=O)NCCOc3ccccc3F)CC2)cc1OC
50) CN(c1cccc(F)c1)c1cc2c(c3c1ccn3C)C1CCC2O1 (configuration not stated)
51) COC(=O)C(NC(=O)COc1ccccc1)(Nc1nc2c(s1)CCCC2)C(F)(F)F (configuration not stated)
52) C=CCOC(=O)C1=C[C@H](c2coc3ccccc3c2=O)[C@@H](CCCO)[C@H](OCC)O1
53) NC(=S)N/N=C/c1ccccc1OC(=O)/C=C/c1ccccc1
compound no.,49,50,51,52,53
Anthrax LF inh2,·,1,-1,3,-4
TcdB GH inh,0.2,1.3,·,2.4,1.8
PfHsp40 rescue,-1.5,·,2.2,-1.3,3.9
CCHF vOTU inh,11,22,6,8,26
Yp Topo-I inh,8,·,31,18,16
PrPC surface inh,-7,8,15,1,-7
BoNT-A LC inh2,·,-1.0,-0.2,0.0,0.1
BoNT F protease,·,-9,-8,-3,3
FadD28 FP inh,-2.8,-0.8,-3.6,-4.1,5.6

Compounds were not picked by outcome; about 2.3% have a hit in one of these screens.
